# NSD2 HMT inh – inhibitors of human histone methyltransferase NSD2 | inhibition, % at 12.5 µM | actives 0.54% (n = 310,000) | AID 743445 | NSD2 peptide methylation, AlphaScreen, 120 min; in the data active = inhibition above about 50%
# PKA-R1A act – PKA-R1A complex activation; AID 504707; activation, % at 11.4 µM; actives 0.083% (n = 340,000); PKA-R1A dissociation, Cy5-IP20 fluorescence polarization; scaled: DMSO 0%, 113 µM cGMP 100%;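 active = percent activation above the mean of all tested compounds plus 3 SD, cut at about 19% in these data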;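 also: higher means more PKAc released from R1A so a rise in polarization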
# PKA-R2B act – PKA-R2B complex activation; P22694+P31323; PKA-R2B holoenzyme dissociation, Cy5-IP20 fluorescence polarization; R2B truncated from residue 108, S112A mutant; 0% DMSO only, 100% 113 µM cGMP; activation, % at 11.4 µM; actives 0.079% (n = 340,000);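 active = activation above a cutoff set at the mean over all compounds plus 3 SD, cut at about 18% in these data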;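 also: higher means more holoenzyme dissociation and a rise in polarization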
# Target sequence (P31323 whole entry, looked up, other chains not shown, the tested form may be a part): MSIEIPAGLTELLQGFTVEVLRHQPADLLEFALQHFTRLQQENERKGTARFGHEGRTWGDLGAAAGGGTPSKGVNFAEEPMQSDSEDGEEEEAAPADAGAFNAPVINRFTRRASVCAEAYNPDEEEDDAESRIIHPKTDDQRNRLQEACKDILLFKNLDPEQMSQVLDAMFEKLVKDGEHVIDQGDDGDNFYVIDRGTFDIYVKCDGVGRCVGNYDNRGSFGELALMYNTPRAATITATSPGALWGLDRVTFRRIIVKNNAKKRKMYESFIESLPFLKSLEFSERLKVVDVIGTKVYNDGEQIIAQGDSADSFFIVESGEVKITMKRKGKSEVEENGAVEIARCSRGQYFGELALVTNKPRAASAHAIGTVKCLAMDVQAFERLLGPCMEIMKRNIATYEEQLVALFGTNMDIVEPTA
# SUMO Mot1 rescue – blocks SUMOylation pathway, rescuing yeast Mot1-301 growth; S. cerevisiae Mot1-301 growth rescue, ATP luminescence, 38.5C; percent above DMSO median, 100 means doubled; growth rescue, % at 18.8 µM; actives 1% (n = 320,000); AID 2716;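 active = every valid replicate shows activation above 250% relative to neutral control wells; inactive = the rest, any valid replicate at or below 250%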;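 also: OY570 slx delta 5 strain wells were the positive control but not used for scaling; some compounds called inactive have numbers as strong as hits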
# Pemphigus Ab inh – inhibitors of pemphigus antibody binding to human desmoglein-3. binding (percent of control), % at 10 µM. AID 588358. DSG3-coupled beads, scFv-anti-DSG3-GFP binding, flow cytometry; active compounds read low. actives 0.48% (n = 310,000);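 active = binding more than 3 SD below its plate's average and above zero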;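 also: hits lower antibody fragment binding to DSG3; some compounds called inactive have numbers as strong as hits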
# MITF act – increases MITF-driven TRPM1 promoter luciferase signal. SK-MEL-5 TRPM1-promoter luciferase, 24 h; % of positive control, neutral wells = 0. actives 0.75% (n = 300,000). activation, % at 12.5 µM;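 active = mean activation of at least 80% with every replicate also reaching 80%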;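 also: 0% = neutral control wells and 100% = parthenolide positive control wells; values of inactives mirror those of a sister screen read the other way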
# SR-BI DiI-HDL act – activators of SR-BI mediated HDL lipid uptake; CHO ldlA[mSR-BI] cells, DiI-HDL uptake fluorescence, 3 h; 100 = double the neutral-control signal; activation, % at 12.5 µM; actives 0.096% (n = 320,000); AID 504775;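 active = mean replicate activation of at least 60% and every replicate at or above 60%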;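 also: 0% = median plate neutral-control signal and 100% = twice that signal; values of inactives mirror those of a sister screen read the other way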
#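 Material: SR-BI-overexpressing, LDLR-lacking CHO cells; schedule: compound exposure 3 h, 37 °C; reagent: DiI-labelled HDL at 10 µg/mL final; technique: bottom-read fluorescence, 550/595 nm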
# dFosB activator – mouse delta FosB homodimer activation | P13346 | purified delta FosB, TAMRA-CDK5 oligo fluorescence polarization; percent of positive-control signal above neutral wells | activation, % at 25 µM | actives 0.99% (n = 340,000) | AID 493131;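 active = mean activation above about 17%, with every replicate also reaching it, limit read from the data, passing the limit was not always enough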;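 also: fluorescence polarization rise as delta FosB binds a TAMRA Cdk5 AP-1 oligo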
# Target sequence (P13346 whole entry, looked up): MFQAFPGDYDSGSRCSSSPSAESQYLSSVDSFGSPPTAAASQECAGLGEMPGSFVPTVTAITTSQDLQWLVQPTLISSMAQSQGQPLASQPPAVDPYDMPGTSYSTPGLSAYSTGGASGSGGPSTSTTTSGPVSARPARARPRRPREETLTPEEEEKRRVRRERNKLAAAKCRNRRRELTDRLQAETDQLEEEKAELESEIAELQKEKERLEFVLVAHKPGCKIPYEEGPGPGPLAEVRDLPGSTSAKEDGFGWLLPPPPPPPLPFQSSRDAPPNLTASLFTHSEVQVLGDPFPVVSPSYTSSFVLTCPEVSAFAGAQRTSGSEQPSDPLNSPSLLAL
# Arrestin-AP2 inh – inhibitors of human beta-arrestin and AP2 interaction. inhibition, % at 10 µM. FITC-arrestin peptide / GST-AP2 beads, flow cytometry; AP2 beta2 appendage carries R879A mutation. actives 0.31% (n = 340,000);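 active = inhibition above a set limit, near 3 SD of compounds lacking own fluorescence, cut at about 54% in these data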;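 also: plate controls were DMSO wells for no effect and 5 µM unlabelled arrestin peptide for full effect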
#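 Assay system: GST-AP2 R879A bound to glutathione beads, E. coli-expressed; Medium: PBS with 0.05% Tween 20 and 0.1% BSA; Also added: fluorescein-tagged arrestin peptide at 50 nM final; Timing: 12 min plus 1 h, RT; Measured by: flow cytometry, FL1 (488/535 nm); Evaluation: percent drop in bead-associated FITC signal.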
# SR-BI DiI inh – blocks mouse SR-BI lipid uptake from DiI-HDL | Q61009 | ldlA[mSR-BI] CHO cells, DiI-HDL uptake fluorescence, 3 h | inhibition, % at 12.5 µM | actives 0.96% (n = 320,000);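 active = mean replicate inhibition of at least 70% and a set share of replicates each scoring 70 or more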;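 also: 0% = median of neutral control wells and 100% = median of positive control wells; values of inactives mirror those of a sister screen read the other way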
# CDK5 p35 inh – CDK5/p35 (human) kinase inhibition; Recombinant CDK5/p35, ADP-Glo luminescence, 60 min; inhibition, % at 10 µM; actives 0.01% (n = 330,000);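 active = highest replicate inhibition of at least 50% and at least 75% of replicates reaching 50%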;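 also: plate controls were DMSO neutral control for no effect and GW8510 at 10 µM for full effect; many of its hits are not listed in these tables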
# * hit, by the source's call; nt = not tested or not shown.
SMILES,NSD2 HMT inh,PKA-R1A act,PKA-R2B act,SUMO Mot1 rescue,Pemphigus Ab inh,MITF act,SR-BI DiI-HDL act,dFosB activator,Arrestin-AP2 inh,SR-BI DiI inh,CDK5 p35 inh
COc1ccc(CC(=O)Nc2ccc(/C(C)=N\NC(=O)c3ccc(Br)o3)cc2)cc1,-4.3,-8.3,-1.9,nt,107.5,8.9,nt,-0.7,-19.2,36.4,1.5
Brc1ccc(-c2nc(-c3cccnc3)no2)o1,-3.7,-1.4,0.6,15.4,101.2,51.0,-0.3,-7.2,8.1,0.3,1.6
CC12CCC(=O)N1C(C(=O)Nc1cc(Cl)ccc1N1CCOCC1)CS2 (centres undefined),-2.1,-17.6,13.5,-19.2,101.7,-2.5,-10.6,-2.4,-2.9,10.6,2.8
CC1=C(C)CC(C(=O)NNC(=O)c2csc(C)c2C)C(C(=O)O)C1 (centres undefined),0.5,7.2,1.8,5.3,102.5,-6.7,47.8,2.9,9.1,-47.8,-0.7
Cc1ccc(CNC(=O)Cc2ccc(Br)cc2)cc1,-1.8,6.1,4.6,14.0,101.3,32.3,33.3,-9.7,-0.8,-33.3,-1.4
COc1ccc(CNC(=O)C(OC(=O)c2ccco2)c2ccccc2F)cc1 (centres undefined),2.0,-0.6,-8.1,8.7,105.8,-14.6,2.5,-7.1,-4.8,-2.5,1.0
CC(=O)c1ccc(-c2ccc(Cn3c(C)nc4cc(N)c(C)nc43)cc2)cc1,0.7,-2.5,0.3,-10.2,97.7,5.7,-5.6,-1.8,-0.8,5.6,-6.4
O=C(COc1ccccc1)N1CCN(C(=O)c2ccc([N+](=O)[O-])cc2)CC1,0.2,4.1,-2.6,-2.4,103.4,7.2,-10.7,5.3,-4.3,10.7,-0.3
Cc1ccc(C(=O)COC(=O)COc2ccccc2[N+](=O)[O-])s1,1.4,5.3,-1.3,32.1,110.2,nt,4.9,-0.5,-18.4,-4.9,1.9
CCOC(=O)C1CCN(S(=O)(=O)c2ccc(NC(=O)c3ccco3)cc2)CC1,1.0,-3.4,-3.1,-2.9,103.9,-7.8,-17.6,-8.8,19.1,17.6,-1.7
COc1ccc(C2(c3ccc(OC(C)=O)cc3OC(C)=O)CC(c3ccccc3)NC(=S)N2)cc1 (centres undefined),3.2,1.1,-2.0,-18.2,95.5,2.6,0.3,-14.3,-11.4,-0.3,-3.9
C=CCN(c1ccccc1)S(=O)(=O)c1cc2c(cc1C)NC(=O)CO2,nt,-6.3,-0.4,-12.7,117.6,12.1,-9.9,7.5,0.2,9.9,3.3
CCCCN(CCCNC(=O)CN1C(=O)COc2ccc(S(=O)(=O)N3CCC(C)CC3)cc21)Cc1ccccc1,-0.3,-2.6,-7.3,182.1,105.9,-3.7,-4.3,-0.8,24.3,4.3,-0.4
O=C(CSc1nnc(SCc2ccccc2Cl)s1)N/N=C/c1ccc(C(=O)O)cc1,6.4,-9.5,-9.4,3.7,102.3,10.1,-1.3,-9.1,-10.2,1.3,-7.1
COc1ccccc1N1CCN(CC(=O)Nc2cc(C)nn2-c2nc(C)cc(C)n2)CC1,-0.5,-1.6,2.6,nt,103.3,-2.1,nt,-5.8,6.1,nt,-7.1
Cc1ccc2[nH]c3c(c2c1)CN(C(=O)CN1CCCc2ccccc21)CC3,12.4,-4.3,7.2,-13.0,nt,-6.9,12.2,-2.2,25.8,-12.2,nt
CCOC(=O)C1CCCN(C(=O)c2[nH]c3ccc(OC)cc3c2C)C1 (centres undefined),-1.1,4.3,-0.8,-6.4,96.5,-12.0,7.1,-5.5,-0.3,-7.1,0.8
c1cc2cc(-c3c(-c4ccc5c(c4)OCO5)noc3-c3ccsc3)ccc2[nH]1,nt,-2.7,6.0,1.5,nt,41.9,-34.2,-3.2,-11.4,34.2,0.9
CC1CCCCN1Cc1ccc(-c2nnn(CC(=O)NC3CCCCC3)n2)cc1 (centres undefined),-3.1,-6.3,2.2,-11.0,104.4,nt,8.8,1.8,8.2,-8.8,2.1
COc1ccc(-n2nnnc2SCC(=O)NC2CC2)cc1,17.7,2.2,5.4,-8.0,106.8,-11.1,-11.8,-4.2,5.1,11.8,0.4
COc1ccccc1/C=N/NC(=S)NCc1ccco1,0.0,-7.8,-5.1,-5.7,98.7,nt,0.9,-2.7,-11.1,-0.9,1.9
O=C(COC(=O)c1ccccn1)Nc1ccc2c(c1)OCO2,-0.5,-1.1,-5.4,nt,101.3,-1.1,11.6,1.3,-7.2,-11.6,-0.3
C[C@]12CC[C@H](OC(=O)CCC(=O)O)CC1=CCC1C2CC[C@@]2(C)C1CC[C@@H]2N (some centres undefined),0.0,2.4,-11.5,4.1,95.0,11.1,12.0,9.8,14.0,-12.0,2.2
Cc1nc(-c2ccc(Cl)cc2)sc1C1(C)CC(c2ccccc2F)=NO1 (centres undefined),nt,-2.2,-2.6,-7.3,104.7,50.1,3.4,-2.8,-3.7,-3.4,1.6
CCc1ccccc1N(CC(=O)O)S(C)(=O)=O,-7.5,-6.5,-13.7,22.5,100.3,6.6,21.9,-1.7,-5.1,-21.9,0.2
SMILES,NSD2 HMT inh,PKA-R1A act,PKA-R2B act,SUMO Mot1 rescue,Pemphigus Ab inh,MITF act,SR-BI DiI-HDL act,dFosB activator,Arrestin-AP2 inh,SR-BI DiI inh,CDK5 p35 inh
Cc1nc(-c2ccncc2)nc(NCCNc2ncccc2C(F)(F)F)c1Cl,-2.5,4.2,-3.3,43.1,114.8,6.4,-45.0,-13.8,-6.3,45.0,0.4
Cc1cn(C2CC(OC(=O)C(C)C)C(CO)O2)c(=O)[nH]c1=O (centres undefined),-1.3,0.6,0.2,3.3,nt,10.5,19.2,3.9,-3.0,-19.2,1.9
COCCCNC(=O)CN(c1cccc(Cl)c1C)S(C)(=O)=O,nt,-3.0,-6.8,-25.2,100.2,-6.6,29.4,-2.4,-12.6,-29.4,1.8
C[C@H]1[C@H](C)CC[C@]2(C(=O)O)CC[C@]3(C)C(=CC[C@@H]4[C@@]5(C)CC[C@H](O)C(C)(C)[C@@H]5CC[C@]43C)[C@H]12,nt,-5.9,-2.0,17.5,97.8,-3.1,1.7,-2.1,-5.9,-1.7,0.3
Cc1ccc(SCC(=O)NC(=O)Nc2ccc3c(c2)OCCO3)cc1C,-0.5,-1.9,8.2,nt,112.0,-0.2,26.2,1.9,-4.4,-26.2,-0.6
Cc1ccc(NC(=O)NC(=S)NC(=O)c2ccccc2)cc1,1.1,-2.4,-4.9,2.6,88.3,21.1,0.2,-4.0,14.5,-0.2,0.2
COc1cc(-c2noc(C)c2C#Cc2nccn2C)cc(OC)c1OC,nt,3.8,-12.6,-14.8,102.6,-16.6,-15.8,-8.7,23.2,15.8,-0.5
N#CC1(NC(=O)Cn2cc(C(F)(F)F)ccc2=O)CCCC1,-1.5,8.6,-5.4,-11.1,102.3,11.0,3.1,-2.9,-5.4,-3.1,-0.4
O=C(C1CC(=O)N(c2ccccc2)C1)N1CCN(c2ccccc2F)CC1 (centres undefined),-0.8,-5.3,-7.6,-4.2,107.6,-4.5,2.2,-0.2,-12.7,-2.2,0.3
N#C/C(=C/C1=C(N2CCOCC2)C(=C/c2ccccc2)/CC1)C(=O)Nc1ccccc1F,-1.1,4.1,-7.8,nt,nt,-2.8,-74.7,-103.3,31.2,74.7*,1.8
CCOC(=O)Cn1c(=NC(=O)c2ccc([N+](=O)[O-])s2)sc2ccccc21,-0.8,-6.6,-5.4,-9.4,85.4,-73.5,-67.6,3.2,5.7,67.6,-0.4
Cc1ccc2nc(NCC(=O)O)nc(-c3ccccc3)c2c1,-6.0,-5.6,-4.2,3.0,105.5,-3.7,-38.0,-8.2,20.4,38.0,-0.1
CCn1c(SCC(=O)c2ccccc2)nnc1-c1cnccn1,1.1,0.3,7.6,-15.4,96.7,nt,-14.4,-0.7,12.3,14.4,-0.1
O=C(CSc1n[nH]c(-c2ccccn2)n1)Nc1ccc(F)cc1,-1.9,-1.0,-6.4,-0.7,nt,-12.3,nt,-8.3,19.1,nt,-2.2
O=C(c1cc(COc2ccc(F)cc2F)on1)N1CC[C@@H]2CCCC[C@H]2C1,-2.3,-6.6,-1.7,-24.8,100.4,12.1,37.2,3.2,-17.0,-37.2,-1.3
NS(=O)(=O)c1ccc(NC(=O)CSc2nc(Nc3ccccc3)nc(N3CCOCC3)n2)cc1,7.1,-5.3,-6.5,-6.8,98.2,38.8,3.9,14.6,-8.8,-3.9,-0.1
Cc1c(CCOC(=O)C23CC4CC(CC(C4)C2)C3)sc[n+]1Cc1ccccc1,-2.3,-3.2,9.2,16.2,100.8,-6.2,25.2,-6.8,-1.6,-25.2,nt
Cc1ccccc1CS(=O)(=O)CC(O)CN1CCCC1=O (centres undefined),128.7*,-12.5,1.7,-5.6,102.2,3.7,25.1,3.5,-9.4,-25.1,1.3
COC(C[C@H](O)C[C@@H](O)[C@@H](C)OCc1ccccc1)OC,nt,6.6,-2.2,nt,nt,0.9,17.2,2.4,1.8,-17.2,0.7
Cc1nnc(NC(=O)CN2C(=O)c3ccccc3S2(=O)=O)s1,-0.4,-2.5,-4.5,-12.8,110.7,-2.8,-8.0,3.0,3.8,8.0,-0.1
CC(C)(CCO)Nc1ncnc2onc(-c3ccc(F)cc3)c12,16.5,-0.7,0.1,8.2,93.9,-5.4,8.4,2.8,35.4,-8.4,1.2
COc1ccc(CNC(=O)C2CCCN2CCc2ccccc2)cc1OC (centres undefined),-0.6,-10.3,5.2,-13.2,97.1,5.5,5.5,-15.4,-0.7,-5.5,0.5
COc1cc(Cl)c(C)cc1NC(=O)CSc1ccc(NC(C)=O)cc1,-2.2,-9.5,1.6,220.7,95.0,-3.5,-38.5,-6.5,2.7,38.5,-3.2
CC(NC(=O)Cn1cnc([N+](=O)[O-])n1)c1ccccc1 (centres undefined),2.2,-4.3,8.7,-4.3,101.5,7.0,-11.1,-5.8,0.6,11.1,-0.7

# An excerpt of these results, with bars between the fields:
compound | NSD2 HMT inh | PKA-R1A act | PKA-R2B act | SUMO Mot1 rescue | Pemphigus Ab inh | MITF act | SR-BI DiI-HDL act | dFosB activator | Arrestin-AP2 inh | SR-BI DiI inh | CDK5 p35 inh
COc1cc(Cl)c(C)cc1NC(=O)CSc1ccc(NC(C)=O)cc1 | -2.2 | -9.5 | 1.6 | 220.7 | 95.0 | -3.5 | -38.5 | -6.5 | 2.7 | 38.5 | -3.2
Cc1nnc(NC(=O)CN2C(=O)c3ccccc3S2(=O)=O)s1 | -0.4 | -2.5 | -4.5 | -12.8 | 110.7 | -2.8 | -8.0 | 3.0 | 3.8 | 8.0 | -0.1
